ELG1 genotoxic = genotoxicity induction in ELG1-luciferase HEK293T cells. HEK293T ELG1-luciferase reporter, luminescence, 16 h. Potency, µM (top dose mostly 46 µM), for inactives: at the top dose activity change, positive = activation, most hits filed as activators. actives 1.3% (n = 330,000). AID 504466; further: potency means the concentration at half of the fitted maximal effect; % of control where 0% means no effect; nearly all actives have a fitted effect of over 60% in size
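DMSO vehicle served as control against compound-treated ELG1-luciferase HEK293T cells; exposure lasted 16 hr at 37 °C and 5% CO2, followed by ONE-Glo luminescence detection after 30 min.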
Giardia killer = kills Giardia lamblia. AID 540267. activity change, % at 7.66 µM, hits read low. Giardia lamblia trophozoite viability. actives 0.15% (n = 340,000); in the data active means activity change below about -80%; inconclusive means between about -30% and that limit;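 further: parasites exposed to compound for two days anaerobically before the ATP read; on the % scale 0 is the no-effect control and ±100 the full control effect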
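Killing of trophozoites was scored by loss of ATP luminescence after a 48 hrs anaerobic exposure to compounds at 37 deg C, using 100 cells per well.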
Rab9 prom act = activators of Rab9 promoter. Huh7 Rab9 promoter-luciferase reporter, luminescence, 24 h. Potency, µM (highest dose often 9.22 µM), for the others: top-dose activation, negative = inhibition, most hits filed as activators. actives 2.8% (n = 320,000); further: potency means the concentration at half of the fitted maximal effect; % of control where 0% means no effect; nearly all actives have a fitted effect of over 60% in size
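Using Huh7 cells stably transfected with Rab9 promoter–luciferase, compounds were incubated 24 h at 37 °C, 5% CO2; luciferase luminescence was read 10 min after reagent addition.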
VP16 counter = counter-screen for ROR gamma inhibitors: Gal4-VP16 reporter; Drosophila S2 Gal4-VP16 UAS-luciferase, luminescence, 20 h; Potency, µM (titrated, usually from 53.6 µM), inactives show at the top dose activity, negative = inhibition, usual class: inhibitors; actives 3.5% (n = 310,000);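 further: Gal4-VP16 expression switched on by copper sulfate through the metallothionein promoter; potency means the concentration at half of the fitted maximal effect; on the % scale 0 is the no-effect control and ±100 the full control effect; nearly all actives have a fitted effect of over 50% in size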
FBPA coupling cs = coupling enzyme interference in Giardia aldolase counter-screen | coupling enzyme system counterscreen, AmpLite Red fluorescence | activity change, negative = inhibition, % at 58.2 µM, hits read low | actives 0.67% (n = 290,000) | AID 2472; in the data active means activity change below about -30%; further: on the % scale 0 is the no-effect control and ±100 the full control effect
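Compounds tested against the coupling enzymes alone at 57.5 uM final; readout was AmpLite Red fluorescence (525/598 nm) after 20 min at RT.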
RORgamma inh = blocks mouse ROR gamma transcriptional activity. P51450. Drosophila S2 Gal4-RORgamma UAS-luciferase reporter, 20 h. Potency, µM (top dose mostly 53.6 µM), inactives show at the top dose activity change, negative = inhibition, usual class: inhibitors. actives 5.4% (n = 310,000). AID 2551; further: potency means the concentration at half of the fitted maximal effect; on the % scale 0 is the no-effect control and ±100 the full control effect; nearly all actives have a fitted effect of over 60% in size
Target sequence (P51450 whole entry, looked up, the tested form may be a part): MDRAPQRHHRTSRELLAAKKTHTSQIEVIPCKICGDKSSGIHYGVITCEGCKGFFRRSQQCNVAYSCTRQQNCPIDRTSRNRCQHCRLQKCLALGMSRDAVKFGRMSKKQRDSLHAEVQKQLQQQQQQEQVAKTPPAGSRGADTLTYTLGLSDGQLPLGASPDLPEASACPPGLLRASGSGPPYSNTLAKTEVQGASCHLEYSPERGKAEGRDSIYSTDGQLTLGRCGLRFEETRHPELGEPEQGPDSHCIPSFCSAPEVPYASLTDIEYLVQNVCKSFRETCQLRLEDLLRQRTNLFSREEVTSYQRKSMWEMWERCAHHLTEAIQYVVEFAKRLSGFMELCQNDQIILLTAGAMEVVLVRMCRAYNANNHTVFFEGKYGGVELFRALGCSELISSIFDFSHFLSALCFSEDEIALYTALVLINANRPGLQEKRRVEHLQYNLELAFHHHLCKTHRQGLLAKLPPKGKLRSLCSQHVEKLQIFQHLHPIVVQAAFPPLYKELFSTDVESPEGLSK
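Stable Schneider cell line, Gal4 DNA-binding domain fused to ROR gamma, UAS-luciferase. Cmpd 1 hr RT → CuSO4 700 uM final → 20 hr RT → luciferase reagent 10 min → luminescence.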
NPC1 prom act = activates the NPC1 promoter | Huh7 NPC1 promoter luciferase reporter, 24 h | Potency, µM (top dose mostly 9.22 µM), for inactives: top-dose activation, hits mostly activators | actives 2.4% (n = 320,000) | AID 485313;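 further: potency means the concentration at half of the fitted maximal effect; % of control where 0% means no effect; nearly all actives have a fitted effect of over 60% in size; reporter is driven by a mutant NPC1 promoter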
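In 1536-well qHTS, Huh7 cells harboring an NPC1 promoter–luciferase construct received compound for 24 h; activation was quantified by luminescence following luciferase reagent addition.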
KCNH2 3.1 inh = inhibitors of human KCNH2 3.1 potassium channel isoform; U2OS KCNH2 3.1, thallium flux FluxOr; stronger effect = lower value; activity change, % (tested at about 1.8 µM); actives 0.95% (n = 340,000); AID 720553;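 active means maximum activity change below -70%; inconclusive means maximum activity change from -70% to -50%; inactive means maximum activity change above -50%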;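 further: thallium influx rate constant from kinetic fluorescence after stimulation buffer; on the % scale 0 is the no-effect control and ±100 the full control effect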
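Thallium flux read-out: FluxOr dye with Red40 quencher in HBSS/HEPES, 45 min at RT. Rate constants from kinetic reads were normalized to positive and negative DMSO controls. Cells: U2OS virally expressing the 3.1 isoform.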
uPA generation = blocks generation of uPA at the cell surface | cell surface uPA generation assay, qHTS | Potency, µM (highest dose often 38.3 µM), for inactives: top-dose activity change, negative = inhibition, most hits filed as inhibitors | actives 0.31% (n = 330,000) | AID 540303; active means well fitted inhibition curve with a large enough effect; inconclusive means small, poorly fitted or top-dose-only effect; inactive means no such curve, though single readings can be large or run the other way; tested in mouse RAW 264.7 cells; further: potency means the concentration at half of the fitted maximal effect; on the % scale 0 is the no-effect control and ±100 the full control effect; nearly all actives have a fitted effect of over 55% in size
FLuc counter = firefly luciferase modulation, counter-screen for miR-21 project; purified FLuc, Km substrates, luminescence inhibition; actives 6.9% (n = 360,000); P08659; Potency, µM (highest dose often 57.5 µM), for the others: top-dose activity change, negative = inhibition, most hits filed as inhibitors;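 further: potency means the concentration at half of the fitted maximal effect; plate controls were vehicle for no effect and reference inhibitor for full effect; nearly all actives have a fitted effect of over 55% in size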
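Purified P. pyralis luciferase (10nM final) with 10uM D-luciferin and 10uM ATP (Km levels) in 50mM Tris acetate pH 7.5, 10mM Mg acetate, 0.01% Tween-20, 0.05% BSA; qHTS 6-point titration, ~60 µM downward; luminescence read.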
Tb PFK block = blocks T. brucei phosphofructokinase | T. brucei PFK, ADP-Glo luminescence | Potency, µM (highest dose often 57.5 µM), without a hit: at the top dose activity, negative = inhibition, most hits filed as inhibitors | actives 0.17% (n = 330,000) | AID 485367;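 further: potency means the concentration at half of the fitted maximal effect; 0% = uninhibited 1x PFK enzyme wells and -100% = no-enzyme wells; nearly all actives have a fitted effect of over 60% in size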
Target sequence (O15648 whole entry, looked up): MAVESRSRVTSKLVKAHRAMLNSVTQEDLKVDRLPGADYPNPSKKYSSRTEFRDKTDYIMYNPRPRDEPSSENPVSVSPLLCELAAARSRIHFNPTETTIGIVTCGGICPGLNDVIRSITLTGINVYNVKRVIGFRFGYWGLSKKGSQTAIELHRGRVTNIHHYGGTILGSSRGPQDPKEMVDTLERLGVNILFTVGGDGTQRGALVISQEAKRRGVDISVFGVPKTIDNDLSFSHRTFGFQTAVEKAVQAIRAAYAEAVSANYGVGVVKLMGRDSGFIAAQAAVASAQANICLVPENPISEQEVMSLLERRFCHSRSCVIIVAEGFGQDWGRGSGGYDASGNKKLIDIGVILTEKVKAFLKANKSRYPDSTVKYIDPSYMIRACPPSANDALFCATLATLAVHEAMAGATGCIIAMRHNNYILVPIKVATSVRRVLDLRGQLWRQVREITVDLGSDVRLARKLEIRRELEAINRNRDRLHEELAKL
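1.25 nM PFK with 0.5 mM F6P and 0.1 mM ATP in 0.1 M TEA pH 8.0, 5 mM MgCl2, incubated 45 min at room temperature; ADP measured by ADP-Glo luminescence; compounds titrated up to 57 uM.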
The depositor's hits bear a star; ? = inconclusive; nt = not tested or not shown; & = joins results of further samples; [ ] = dose if it differs, or a comment. Unless noted, the call rests on the fitted dose curve; in most records, active means well fitted curve in the direction sought with a large enough effect; inconclusive means small, poorly fitted or top-dose-only effect, or another doubt; inactive means no such curve, though single readings can be large; an effect the other way counts as inactive or inconclusive.

SMILES | ELG1 genotoxic | Giardia killer | Rab9 prom act | VP16 counter | FBPA coupling cs | RORgamma inh | NPC1 prom act | KCNH2 3.1 inh | uPA generation | FLuc counter | Tb PFK block
CCN(CC)S(=O)(=O)c1cc(NS(=O)(=O)c2cc(Cl)ccc2Cl)ccc1C | -3% | 8 | -5% | -1% | 5 | 34% | -1% | -30 | -1% | -1% | -5%
CCC(=O)c1ccc(OCC(=O)OCC(=O)N2CCc3ccccc3C2)cc1 | 4% | -24 | -1% | nt | nt | nt | 1% | 2 | 2% | nt | 0%
O=C(CSc1cccc[n+]1[O-])c1cc(Cl)ccc1Cl | 5% | 14 | 0% | ? | 1 | 11µM* | 0% | 14 | 0% | 3% | 1%
OCCn1c(-c2ccc(F)cc2)csc1=Nc1ccccc1 | ? | -15 | -3% | -15% | 0 | ? | 10% | -7 | 2% | ? | 0%
COc1ccc(Cl)cc1NC(=O)c1nnn(CC(=O)Nc2ccc(OC)c(OC)c2)c1N | 0%[9.26 µM] | -9 | -4% | 2% | -3 | -1% | -3% | -4 | -14% | -3% | 0%
O=C(O)c1ccc(-c2ccccn2)s1 | ? | -8 | 11% | -7% | 4 | -6% | 12% | -12 | 4% | ? | 2%
COc1ccc2cc(C(=O)/C=C/c3cc(OC)c(O)c(OC)c3)ccc2c1 | -37%[inhibitor] | -17 | -1% | ? | -3 | ? | ? | -36 | -16% | 1.9µM* | -2%
CCNS(=O)(=O)c1ccc(NC(=O)Cn2nc(C(F)(F)F)cc2C)cc1 | -3% | -3 | 2% | 3% | 4 | 16% | -3% | 5 | 8% | 0% | -14%
CCC(=O)N1CCN(c2ccccc2NC(=S)NC(=O)c2cccc([N+](=O)[O-])c2)CC1 | -11% | -12 | 0% | ? | -2 | 7.9µM* | 4% | -11 | -3% | 0% | -2%
COc1ccc(-c2cc(C(=O)OC3CCOC3=O)c3ccccc3n2)cc1OC (stereo not given) | 4% | 7 | -2% | -7% | 3 | -26%[10 µM] | 9% | 16 | -1% | 13µM* | 2%
O=C(COc1ccccc1)NCCS(=O)(=O)N1CCN(c2ccccc2)CC1 | 2% | -11 | -7% | nt | nt | nt | -1% | 0 | 5% | -2% | 0%
COc1ccc(S(=O)(=O)Nc2ccc(OCC(=O)O)cc2)c2ccccc12 | 1% | 5 | 0% | 0% | 9 | 11% | -4% | -7 | -2% | 5% | -8%
O=C(NCCCn1ccnc1)Nc1cccc2ccccc12 | 3% | -13 | -6% | -8% | -4 | -22% | -1% | -16 | 5% | 3% | 0%
Cc1cccc(C)c1NC(=O)CNCC(=O)Nc1c(C)cccc1C | -1% | 2 | -3% | -1% | 1 | 19% | 2% | -16 | 0% | -2% | 1%
Cc1cc(OCC(=O)NC(C)c2ccccc2)ccc1[N+](=O)[O-] (stereo not given) | -10% | 9 | -13% | 9%[10 µM] | 2 | 28% | -6% | 14 | -2% | 2% | -6%
Cc1n[nH]c(C)c1N1C(=O)c2cccc3cc(Br)cc(c23)C1=O | 1% | -25 | -7% | 3% | 1 | -1% | 0% | 2 | -2% | 3% | -5%
CCCCn1c(N)c(N(CC(C)C)C(=O)CSCc2c(C)noc2C)c(=O)[nH]c1=O | -1% | 0 | -4% | nt | nt | nt | 1% | -6 | -2% | 0% | -3%
COc1ccc(C(=O)NNC(=O)CSc2nnc(COc3ccccc3OC)n2C)cc1 | 5% | 25 | -2% | 11% | 1 | 4% | -2% | -7 | 1% | -15% | -3%
Cc1cc(CC(=O)O)n(C)c1C(=O)c1ccc(Cl)cc1 | 4% | -15 | 1% | 22% | 12&2&0 | 21% | 1% | -14 | -1% | 1% | -2%
COc1ccc(C(=O)C2CCCN(Cc3cnc(N4CCOCC4)s3)C2)cc1F (stereo not given) | 3% | -11 | -19% | -2% | 2 | 20% | -5% | 16 | -2% | 2% | 0%
N#C/C(=C(/O)COC(=O)CCCNC(=O)c1ccc(Cl)cc1)c1nc2ccccc2[nH]1 | 3% | -3 | -7% | ? | -2 | 11µM* | 0% | 13 | -3% | ? | 2%
Cc1c(C(=O)N2CCOCC2)c(S(=O)(=O)Nc2cccc(C#N)c2)c(C)n1C | -1% | 11 | -3% | -3% | -2 | -20% | 2% | -13 | 5% | -2% | 0%
CCc1ccc(N2C(=O)CC(N(CC3CCCO3)C(=O)/C=C/C(=O)O)C2=O)cc1 (stereo not given) | 1% | 4 | 1% | -11% | 3 | 10% | -2% | 1 | 4% | 1% | -2%
O=C(NCCc1ccccc1)c1ccc([N+](=O)[O-])cc1 | ? | -12 | 0.45µM* | ? | nt | 7.9µM* | 0.4µM* | -1 | -3% | 3µM* | -6%
COC(=O)C1=NN(C(C)=O)C2(CC(=O)N(c3cc(C)cc(C)c3)C2=O)C1 (stereo not given) | 0% | -7 | -2% | -8% | -1 | -2% | -2% | -4 | 4% | -1% | 0%
Further structures.
SMILES | ELG1 genotoxic | Giardia killer | Rab9 prom act | VP16 counter | FBPA coupling cs | RORgamma inh | NPC1 prom act | KCNH2 3.1 inh | uPA generation | FLuc counter | Tb PFK block
O=C(O)c1ccc(N2CCCCC2)cc1 | 1% | -11 | -2% | 4% | 6 | 29% | 0% | 13 | nt | -4% | -4%
O=C1C2C3c4ccccc4C(c4ccccc43)[C@@H]2C(=O)N1c1ccccn1 (stereo not given in full) | -3% | 0 | -3% | -4% | 2 | -13% | -1% | 13 | 0% | -1% | -4%
CC1=CC(=O)C(C(C)C)=C/C1=N/OC(=O)c1cccc([N+](=O)[O-])c1 | -1% | -7 | -3% | ? | -14 | 1µM* | 5% | 10 | -20% | -9% | -4%
O=C1CCC/C1=C\c1ccccc1 | 1% | -3 | 1% | 6% | 3 | -16% | 0% | 0 | 10% | -14% | 3%
CN(C)S(=O)(=O)c1cccc(NC(=O)c2cnccn2)c1 | 0% | nt | ? | 5%[10 µM] | 0 | -2% | 2% | nt | nt | -3% | 2%
O=C(CCNS(=O)(=O)c1ccc(Cl)cc1)N1CCN(c2ncccn2)CC1 | 2% | 13 | -10% | nt | nt | nt | -3% | 5 | 6% | 0% | -2%
Cc1cccc2cc(CN(Cc3cccs3)C3(c4nnnn4C4CCCC4)CCCC3)c(=O)[nH]c12 | 2% | 9 | -8% | -1% | 0 | 8% | 1% | 18 | 8% | 2% | -2%
Cc1cccc(C(=O)NCCCNC(=O)c2ccccn2)c1 | 5% | -1 | 5% | 1% | 0 | -1% | 2% | 2 | 5% | 1% | 1%
CC(C)C(c1nnnn1CC1CCCO1)N1CCN(C2CCCC2)CC1 (stereo not given) | 1% | 25 | 2% | 1% | 0 | -3% | -3% | 13 | -1% | 0% | 1%
Cc1cc(NC(=O)CN2CCCCC2C)no1 (stereo not given) | -2% | -1 | -12% | 0% | 0 | 12% | 0% | -5 | 6% | 3% | 0%
Cc1ccc(C)c2c(SC(C)C(=O)NCc3ccco3)nc(-c3ccccc3)nc12 (stereo not given) | 0% | -2 | 0% | -1% | 1 | ? | -1% | 0 | 6% | 3% | 5%
COc1cc(Cl)ccc1OCc1cc(C(=O)N2C[C@H]3CC[C@H]2C3)no1 | 8.2µM* | -6 | 1.4µM* | ? | nt | 2% | 3.5µM* | 5 | -11% | 8.5µM* | 0%
CC1CN(S(=O)(=O)c2ccccc2)C(C)N1C(=O)N1CCOCC1 (stereo not given) | 1% | -8 | 2% | -4% | 3 | -21% | 1% | 2 | 11% | 0% | 6%
O=C(COC(=O)c1ccccc1[N+](=O)[O-])Nc1nnc(-c2ccccc2)o1 | -3% | -15 | -3% | nt | nt | nt | 0% | -5 | 0% | -29% | 12%
COc1cccc2c1OC[C@@H](CO)[C@H]2N(C)C(=O)Nc1ccccc1 | 1% | -15 | 4% | -4% | -2 | 2% | 0% | 12 | nt | 1% | 0%
CC(=O)Nc1cc(C(=O)O)ccc1S(=O)(=O)c1ccc(C)cc1 | 0% | -13 | 11% | -3% | 1 | -4% | 2% | 2 | nt | -2% | 2%
COC(=O)Nc1nnc(COc2cccc(C)c2)s1 | -2% | 14 | -1% | -3% | 1 | 2% | -6% | 5 | 1% | -15% | -3%
Cc1cc(C)c(NC(=O)CS(=O)CC(=O)N2CCN(c3ccccc3)CC2)c(C)c1 (stereo not given) | -7% | 16 | 6% | -6% | 4 | 19% | 12% | 14 | nt | -3% | 3%
CSCCC(NC(=O)c1ccc([N+](=O)[O-])cc1Cl)C(=O)OC(C)C(=O)NCc1ccco1 (stereo not given) | 1% | -24 | 0% | nt | nt | nt | -5% | -1 | -20% | -3% | 3%
CC(NC(=O)CSc1ncn[nH]1)c1ccc(Cl)cc1Cl (stereo not given) | -1% | -3 | -3% | 18% | -1 | -8% | -2% | -9 | -8% | 3% | 0%

Rows are unselected; 14% or so of the library scored in one or more.
